IEC-6 cytotox = IEC-6 cytotoxicity, counter-screen for KLF5 inhibitors. luminescence viability. inhibition, % at 5 µM. actives 0.78% (n = 290,000). AID 1825; in the data active = inhibition above about 22%;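 note: 0% = plate median of test compound wells and 100% = cytotoxic reference compound wells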
HSP90 refold inh = inhibitors of HSP90 luciferase refolding in rabbit reticulocyte lysate; inhibition, % at 5.6 µM; actives 0.91% (n = 290,000); AID 1789; luciferase refolding luminescence, 3 h;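 active = inhibition above the screen-wide mean plus 3 SD, computed separately per campaign, cut at about 16% in these data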;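 note: 0% = DMSO wells and 100% = 60 µM geldanamycin wells; inhibitors lower the luminescence because luciferase stays unfolded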
HSF1 inhib = HSF1 inhibition; NIH3T3-HGL HSE-luciferase, MG132-induced, luminescence 8 h; active compounds read low; activity change, negative = inhibition, % at 7.5 µM (by protocol); actives 0.77% (n = 300,000); AID 2098;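 active = more than half of replicate wells show activity change below -50%, luminescence cut by over half; inconclusive = some wells, but at most half, below -50%; inactive = no replicate well below -50%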;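 note: luciferase reports HSF-1 transcriptional activity via heat shock element; 0% = median of DMSO wells and -100% = zero luminescence signal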
HSF1 activator = increases HSF-1 driven luciferase reporter signal. activation, % at 9 µM. NIH3T3-HGL HSF-1 luciferase reporter, MG132, 8 h; 100% = twice DMSO control signal. AID 504408. actives 1.7% (n = 300,000);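 active = mean replicate activation of at least 50% with a set share of replicates each reaching 50%; inconclusive = only one of those two conditions met; inactive = mean below 50% and too few replicates reaching it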;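 note: 0% = median of the neutral control wells and 100% = twice that signal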
GSK3beta inhib = human GSK3beta kinase inhibition; activity score (negative = inhibition), % at 10 µM; actives 0.038% (n = 300,000); P49841; GST-GSK3beta kinase, ADP-Glo luminescence, 60 min; active compounds read low;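 active = more than half of replicate wells score below -50%, meaning over 50% inhibition versus plate controls; inconclusive = some replicates but at most half score below -50%; inactive = no replicate scores below -50%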;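 note: 0% = median DMSO wells and -100% = median GW8510 positive control wells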
Target sequence (P49841 whole entry, looked up): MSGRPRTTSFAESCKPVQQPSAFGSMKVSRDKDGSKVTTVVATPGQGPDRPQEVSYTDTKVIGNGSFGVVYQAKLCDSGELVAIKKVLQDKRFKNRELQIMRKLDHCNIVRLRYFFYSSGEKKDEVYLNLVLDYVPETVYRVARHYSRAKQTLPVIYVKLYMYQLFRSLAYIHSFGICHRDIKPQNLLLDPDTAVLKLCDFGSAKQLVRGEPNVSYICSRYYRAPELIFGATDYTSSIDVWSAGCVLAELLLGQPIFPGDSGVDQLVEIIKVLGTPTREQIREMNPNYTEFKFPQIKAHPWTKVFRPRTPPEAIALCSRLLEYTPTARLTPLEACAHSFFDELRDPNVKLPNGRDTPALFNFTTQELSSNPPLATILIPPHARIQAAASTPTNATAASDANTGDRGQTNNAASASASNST
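Assay system: GST-fused GSK3beta enzyme, cell-free / Medium: Tris pH 7.5 buffer with MgCl2, DTT, BSA, heparin / Also added: peptide substrate plus 25 µM ATP (final) / Compound: 10 µM single point / Timing: kinase reaction with compound 60 min at room temperature / Detection: ADP-Glo luminescence / Benchmarks: DMSO neutral wells and GW8510 at 20 µM as positive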
aSyn UTR inh = 5' untranslated region of α-synuclein, MLPCN primary screen | alpha-synuclein 5'UTR reporter, inhibitor activity | inhibition, % (tested at 7.5 µM) | actives 0.82% (n = 300,000); in the data active = inhibition above about 60%; inconclusive = no clear call, values can overlap the other calls;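 note: H4 neuroglioblastoma cells stably carrying SNCA 5'UTR luciferase fusion; 0% = DMSO wells and 100% = positive control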
KLF5 inh = suppresses KLF5 promoter-driven expression | DLD-1 KLF5 promoter-luciferase reporter, luminescence | actives 0.23% (n = 290,000) | AID 1700 | inhibition, % at 5 µM;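 active = inhibition above a per-plate limit of that plate's mean compound inhibition plus 3 SD, cut at about 60% in these data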;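 note: 0% = DMSO wells and 100% = LY294002 at 200 µM; higher means less KLF5 promoter-driven luciferase light; inactives centre near -14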
GSK3A inh = human GSK-3 alpha kinase inhibition | P49840 | ADP-Glo luminescence, 60 min | inhibition, % at 10 µM | actives 0.1% (n = 320,000) | AID 2650;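 in the data active = inhibition above about 50%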;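 note: GST-tagged GSK-3 alpha with peptide substrate and 25 µM ATP; 0% = DMSO neutral wells and 100% = GW8510 positive control wells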
Target sequence (P49840 whole entry, looked up): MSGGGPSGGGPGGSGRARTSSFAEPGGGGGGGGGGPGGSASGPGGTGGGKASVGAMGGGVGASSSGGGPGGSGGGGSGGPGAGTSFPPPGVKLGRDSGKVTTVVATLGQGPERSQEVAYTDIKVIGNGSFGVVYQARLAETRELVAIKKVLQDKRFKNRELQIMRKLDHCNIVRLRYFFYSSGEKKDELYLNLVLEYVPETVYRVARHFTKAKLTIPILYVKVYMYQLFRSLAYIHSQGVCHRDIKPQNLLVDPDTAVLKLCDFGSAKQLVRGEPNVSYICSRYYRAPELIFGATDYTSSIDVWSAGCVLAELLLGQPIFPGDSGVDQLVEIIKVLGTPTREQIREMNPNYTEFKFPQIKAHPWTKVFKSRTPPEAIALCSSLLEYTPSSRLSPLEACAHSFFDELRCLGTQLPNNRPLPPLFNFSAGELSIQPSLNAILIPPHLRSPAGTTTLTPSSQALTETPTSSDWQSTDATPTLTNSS
DYRK1A inh = inhibitors of rat Dyrk1A kinase. AID 504441. inhibition, % at 12.5 µM. Q63470. ADP-Glo luminescence, NFATc1 peptide. actives 0.43% (n = 310,000); in the data active = inhibition above about 50%;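 note: plate controls were vehicle with enzyme for no effect and no enzyme for full effect; many of its hits are not listed in these tables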
Platelet DG rel = platelet dense granule release activity; actives 0.22% (n = 300,000); human platelet-rich plasma, SFLLRN dense granule ATP release, luminescence; inhibition, %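 (compounds screened at 7.5 µM in platelet-rich plasma)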; AID 1663;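 active = mean replicate score, as percent of positive control, at or above 50; inconclusive = mean below 50 but at least one replicate at or above 50; inactive = mean and every replicate below 50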
* = called active by the depositor; ? = inconclusive; . = no result given.

SMILES	IEC-6 cytotox	HSP90 refold inh	HSF1 inhib	HSF1 activator	GSK3beta inhib	aSyn UTR inh	KLF5 inh	GSK3A inh	DYRK1A inh	Platelet DG rel
COc1cccc(NC(=O)[C@@H]2CCCN2C(=O)C2CCN(S(=O)(=O)c3ccc(C)cc3)CC2)c1	5	3	-4	9	0	-12	-11	1	0	2
COc1ccccc1N(C)S(=O)(=O)c1ccc(C(=O)Nc2ccc3nc(C)sc3c2)cc1	0	-5	-5	20	1	16	-24	0	-9	8
COC(=O)[C@@H](Cc1c[nH]c2ccccc12)NC(=O)C1CCCN(S(=O)(=O)c2ccc(C)cc2)C1 (stereo partly specified)	0	-1	2	29	-4	14	-17	-3	0	3
O=C(Nc1ccccc1)/C(=C/c1cccnc1)NC(=O)c1ccccc1	1	0	10	21	-2	13	-7	0	-2	-18
CCN(CC)CCOC(=O)c1ccc(NC(=O)CNC(=O)C2CCCCC2)cc1	-6	-4	-12	-1	3	28	-15	-2	0	17
COc1ccccc1OCc1nnc(SCC(=O)c2cc(Cl)ccc2OC)o1	-5	-2	-5	-12	-1	-4	-27	-1	1	0
C=CCNC(=O)C1CC(=O)N(c2ccc(OCc3ccccc3Cl)cc2)C1 (stereo unspecified)	-2	2	3	4	-3	-111	-47	0	0	5
CCC(CO)N=C1CC(C)(C)CC(=O)/C1=C(/O)CCCN1C(=O)c2ccccc2C1=O (stereo unspecified)	0	-4	1	11	-3	-3	-20	2	1	-3
COc1ccccc1N(CC(=O)N1CCCCCC1)S(=O)(=O)c1ccc(C)cc1	0	0	4	-4	3	5	-15	-3	-10	-2
COc1ccc(OC)c(S(=O)(=O)Nc2cccc(O)c2)c1	.	.	7	11	2	1	.	-1	1	-25
COc1ccc(CN=C2NN=C(c3ccc(Cl)cc3)CS2)cc1	-5	-3	-2	8	1	-103	-41	0	.	3
COc1ccc(N2CCN(Cc3nc(N)nc(Nc4ccccc4OC)n3)CC2)cc1	4	3	-2	15	0	23	-13	-2	-3	-4
O=C1CC(=O)N(c2cccc(F)c2)N1	1	-5	-7	4	1	-29	-35	-2	3	-5
CCCCCCCC(=O)Nc1cc(C(=O)NCc2ccc(C)cc2)ccc1N1CCC2(CC1)CC(c1cccc(Br)c1)=NO2	.	.	4	-9	2	19	.	0	0	-2
COC(=O)c1[nH]c2ccccc2c1NC(=O)c1ccccc1[N+](=O)[O-]	-4	1	-7	1	0	-23	23	-2	2	2
CC1CCCN(C(=O)CSc2nnc(-c3ccc(O)cc3)o2)C1 (stereo unspecified)	-6	-3	-57*	-65	-9	-14	-48	16	26	-20
COc1ccccc1S(=O)(=O)Cc1ccc(C(=O)N2CCN(c3cccc(Cl)c3)CC2)o1	18	0	14	18	-2	36	20	-4	-2	3
Cc1ccccc1N=CC1=C(O)c2ccccc2C1=O	4	10	-9	-24	-3	-138	-25	2	23	58*
CCOc1ccccc1C(=O)Nc1ccc(S(=O)(=O)N2CCOCC2)cc1	-3	1	-10	0	3	9	-15	1	15	-1
CC(C)NC(=O)NC(=O)COC(=O)c1cc[n+]([O-])cc1	2	-1	1	5	3	14	8	0	-11	0
O=S(=O)(NCc1ccco1)c1ccc(S(=O)(=O)N2CCCC2)cc1	-3	2	3	-3	1	6	-23	-2	1	7
CCn1ncc(Br)c1C(=O)Nc1cc([N+](=O)[O-])ccc1C	5	2	-2	-13	0	-35	-14	-2	6	-58
O=C(COC(=O)c1ccc2[nH]c3c(c2c1)CCCC3)Nc1ccccc1	-2	3	7	31	-3	-64	-14	2	-6	7
O=C(Cc1cccc2ccccc12)NCCC1=CCCCC1	-3	-5	0	5	2	7	7	6	-2	1
O=C(NCc1ccccn1)/C(=N/O)c1ccccc1	-3	0	7	18	-1	-47	-50	-3	-4	0
O=C(c1cccs1)N1CCC(c2nc3c(nnn3Cc3c(Cl)cccc3Cl)c(=O)[nH]2)CC1	2	-4	-2	5	3	33	2	11	1	-13
COC(=O)Cn1c2ccc(F)cc2c2nc(C)sc21	1	5	2	16	1	4	-15	0	20	-4
Cc1ccc(S(=O)(=O)C2C(=O)N(C)C3(C)CC2c2ccccc2O3)cc1C (stereo unspecified)	6	5	1	5	11	-1	-16	-1	-6	0
C=CCCC(=O)Nc1nc(C)c(-c2csc(Nc3cc(OC)ccc3OC)n2)s1	19	-1	-38	-51	2	55	29	-3	-3	2
CC1CC(=O)C2=C(C1)Nc1nc3ccccc3n1C2c1cccnc1 (stereo unspecified)	3	-1	7	-10	-3	6	-23	7	.	15

Ordered by number of heavy atoms (low to high): 9 of the compounds above
SMILES	IEC-6 cytotox	HSP90 refold inh	HSF1 inhib	HSF1 activator	GSK3beta inhib	aSyn UTR inh	KLF5 inh	GSK3A inh	DYRK1A inh	Platelet DG rel
O=C1CC(=O)N(c2cccc(F)c2)N1	1	-5	-7	4	1	-29	-35	-2	3	-5
COc1ccc(CN=C2NN=C(c3ccc(Cl)cc3)CS2)cc1	-5	-3	-2	8	1	-103	-41	0	.	3
CC1CC(=O)C2=C(C1)Nc1nc3ccccc3n1C2c1cccnc1 (stereo unspecified)	3	-1	7	-10	-3	6	-23	7	.	15
O=C(COC(=O)c1ccc2[nH]c3c(c2c1)CCCC3)Nc1ccccc1	-2	3	7	31	-3	-64	-14	2	-6	7
COc1ccccc1OCc1nnc(SCC(=O)c2cc(Cl)ccc2OC)o1	-5	-2	-5	-12	-1	-4	-27	-1	1	0
COc1ccccc1N(CC(=O)N1CCCCCC1)S(=O)(=O)c1ccc(C)cc1	0	0	4	-4	3	5	-15	-3	-10	-2
CCC(CO)N=C1CC(C)(C)CC(=O)/C1=C(/O)CCCN1C(=O)c2ccccc2C1=O (stereo unspecified)	0	-4	1	11	-3	-3	-20	2	1	-3
COc1ccccc1N(C)S(=O)(=O)c1ccc(C(=O)Nc2ccc3nc(C)sc3c2)cc1	0	-5	-5	20	1	16	-24	0	-9	8
COC(=O)[C@@H](Cc1c[nH]c2ccccc12)NC(=O)C1CCCN(S(=O)(=O)c2ccc(C)cc2)C1 (stereo partly specified)	0	-1	2	29	-4	14	-17	-3	0	3

Later entries.
SMILES	IEC-6 cytotox	HSP90 refold inh	HSF1 inhib	HSF1 activator	GSK3beta inhib	aSyn UTR inh	KLF5 inh	GSK3A inh	DYRK1A inh	Platelet DG rel
Cc1cccc(N2CCN(c3nc4ccc(Cl)cc4n4cnnc34)CC2)c1C	-2	0	-5	2	-1	12	-9	-2	-2	-14
O=C(NC1=NCCS1)c1ccc(-c2ccc(Cl)cc2)o1	1	1	20	16	1	-191	-131	0	2	-7
CN1CC(c2ccccc2)C(c2ccc(Cl)cc2)=N1 (stereo unspecified)	-4	-6	-4	15	0	-6	-7	6	-4	-9
CCOC(=O)c1cc(-c2ccccc2)n(CC(=O)Nc2ccc(OC)c(OC)c2)c1C	3	1	8	-3	1	10	-19	-2	0	0
CC(C)c1nc2oc3c(NCc4ccccn4)ncnc3c2c2c1COC(C)(C)C2	.	.	-4	16	2	?	.	2	-7	-2
CSc1ccc(CCNC(=O)C2CCCN(c3nn4c(=O)cc(C)nc4s3)C2)cc1 (stereo unspecified)	3	0	7	29	1	12	-15	-2	-1	11
COc1ccc2cc(CCNC(=O)c3cc4ccccc4o3)c(=O)[nH]c2c1	4	3	-7	1	1	-7	-15	-1	-8	2
CCn1c(C(=O)O)c(CC(=O)Nc2ccc(Br)cc2C)c2ccccc21	-6	0	-5	9	1	-2	2	-7	-5	3
O=C(c1ccc2ccccc2c1)N1CCN(c2ccccn2)CC1	-4	3	3	7	0	-37	-14	2	2	-3
O=C1C(NS(=O)(=O)c2cccs2)=C(N2CCN(c3cccc(Cl)c3)CC2)C(=O)c2ccccc21	4	1	17	27	0	-4	-28	.	-4	-1
O=c1[nH]c2ccccc2n1C1CCCCC1	5	2	-4	2	-3	7	4	-2	2	-9
Cc1ccc(S(=O)(=O)N2CCOCC2)cc1C(=O)N1CCCCCC1	-12	-1	-8	1	1	5	-4	1	-4	10
C=CCOc1ccc(/C=C/C(=O)OCC(=O)Nc2c(C)n(C)n(-c3ccccc3)c2=O)cc1	.	.	5	0	3	3	.	-4	-10	-23
CC(=O)Nc1ccc(S(=O)(=O)N(C)C2CCN(C)CC2)cc1	8	0	-8	-1	.	7	-6	-2	2	17
c1ccc(SCc2nc3ccccc3s2)nc1	-2	-3	19	29	-2	-113	-224	-1	4	4
CC(=O)c1cnc2nc(C(F)(F)F)nn2c1C	1	8	-3	-10	1	-1	-52	0	-4	8
Cc1c(CC(=O)NCCCCCC(=O)O)c(=O)oc2cc3c(cc12)CCC(C)(C)O3	6	3	-2	-13	-4	20	33	-2	-3	2
COc1cccc(/C=N/Nc2nnc(C)n2N)c1OCc1ccccc1Cl	14	0	31	31	3	51	-26	0	4	-2
CCn1c(SCC(=O)Nc2ccc(Cl)cc2)nnc1C1CC1	1	-2	4	2	-1	-29	-4	.	-3	-3
Cc1ccc(-n2c(C)cc(/C=N/NC(=O)c3ccncc3)c2C)cc1	-4	4	8	-19	-7	8	-17	0	-5	2
CCc1ccc(CN2CCC(C(=O)Nc3ccc(-n4nc(C)cc4C)cc3)CC2)o1	7	4	-2	-11	6	12	-9	1	1	10
Cc1ccc(OCC(=O)NCCS(=O)(=O)N2CCN(c3ccccc3)CC2)cc1	.	.	-4	0	0	3	.	-5	-1	.
CCNS(=O)(=O)c1ccc(NC(=O)c2cncc(Br)c2)cc1	1	1	-7	-12	0	9	-28	-1	-2	-3
COC(=O)c1cc(COc2ccc3oc(C)c(C(=O)OC)c3c2)c(C)o1	-3	4	7	12	0	-1	-10	0	1	-13
Cc1ccc(S(=O)(=O)NC2CC(=O)N(c3ccc4c(c3)OCCO4)C2)cc1 (stereo unspecified)	.	.	-2	-5	5	6	.	-4	8	3
COc1ccc(C2/C(=C(\O)c3cccc(OC)c3)C(=O)C(=O)N2c2ccccn2)cc1 (stereo unspecified)	2	0	0	3	2	-14	-91	-2	20	1
NS(=O)(=O)c1ccc(S(=O)(=O)N(Cc2ccccc2F)CC2CCCO2)cc1 (stereo unspecified)	6	-1	1	1	3	13	9	-3	-6	2
COc1ccc(/C=N/NC(=O)C2c3ccccc3Oc3ccccc32)c(OC)c1	5	2	-4	-15	0	-3	-21	3	0	5

Screening results as filed in PubChem.

A portion of the library; the hit share may differ from the screen's.
